E-sel inducer: E-selectin induction in HUVECs, primary screen, imaging, HUVEC, immunofluorescence imaging, single point. P16581. normalized: neutral wells 0, TNF-alpha wells 100. activation, % at 7.58 µM. 260,000 compounds, 0.37% hits;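 active = mean E-selectin-positive cell signal at least 10% of the positive control, reached in at least 60% of replicates, without over 20% cell loss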;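 note: in these data hits start at about 27%; measured in HUVEC primary endothelial cells; signal is the percent of cells scored E-selectin positive by PE staining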
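material = human umbilical vein endothelial cells (HUVEC), E-selectin induction | quantity = 3,000 cells/well | medium = EGM-2 growth medium on 0.1% gelatin-coated wells | technique = immunofluorescence imaging | read-out basis = % PE-positive cells | control set = TNF-alpha positive control, DMSO neutral control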
RAD52 inh: RAD52 DNA annealing inhibitors, primary screen, biochemical, FRET, single point, set 2 | 360,000 compounds, 0.46% hits | DNA repair protein RAD52 homolog (Homo sapiens), P43351 | inhibition, % at 18.7 µM | AID 651710, 2012 | recombinant RAD52 DNA annealing, FRET fluorescence;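 active = every replicate showing at least 50% inhibition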
Target sequence (P43351 whole entry, looked up): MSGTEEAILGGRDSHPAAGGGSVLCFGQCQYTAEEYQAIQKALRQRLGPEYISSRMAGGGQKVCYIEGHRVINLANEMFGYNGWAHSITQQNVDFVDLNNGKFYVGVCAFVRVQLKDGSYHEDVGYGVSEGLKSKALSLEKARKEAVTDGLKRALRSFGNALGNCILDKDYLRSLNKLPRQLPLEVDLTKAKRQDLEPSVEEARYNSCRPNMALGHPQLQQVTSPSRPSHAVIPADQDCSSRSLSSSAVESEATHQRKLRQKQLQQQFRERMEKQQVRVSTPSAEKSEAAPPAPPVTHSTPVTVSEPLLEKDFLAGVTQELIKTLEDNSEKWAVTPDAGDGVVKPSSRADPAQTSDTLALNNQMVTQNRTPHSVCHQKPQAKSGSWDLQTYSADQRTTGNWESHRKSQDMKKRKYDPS
ERAP1 HTS inh: human ERAP1 aminopeptidase inhibitors, primary screen, biochemical, single point, plate reader; inhibition, % at 10.7 µM; 340,000 compounds, 0.15% hits; Endoplasmic reticulum aminopeptidase 1 (Homo sapiens), Q9NZ08; recombinant ERAP1, Leu-AMC fluorescence, 60 min;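 active = mean replicate inhibition of at least 30%, or all replicates individually reaching that 30% level; inactive = mean below 30% and not every replicate reaching it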;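 note: 0% = neutral control wells and 100% = L-leucinethiol positive control wells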
* = called active by the depositor; i = inactive. These rows are one share of the data. The share of hits here may be higher or lower than overall.

item	Structure	E-sel inducer	RAD52 inh	ERAP1 HTS inh
1	CN(C(=O)Oc1ccc(C(C)(C)C)cc1)c1ccccc1	-0.8	-16	-3
2	CC1=C(C(=O)O)N2C(=O)C(NC(=O)CCCC(=O)O)C2SC1 (stereo not drawn)	-0.1	-17	2
3	c1cc2c(cc1NC1=NCCO1)CCCC2	0.5	-5	-3
4	Cc1ccc2nc(-c3ccc(CN4CCC(n5c(=O)[nH]c6cc(Cl)ccc65)CC4)cc3)c(-c3ccccc3)nc2c1	0.7	36	-1
5	O=[N+]([O-])c1ccccc1-c1cc(-c2ccccc2)cc(-c2ccccc2)[n+]1Cc1ccccc1Cl	-0.2	16	0
6	O=C1NC(=O)C(=CCc2ccccc2)C(=O)N1	0.2	-12	-1
7	Cc1cccc(C(O)(C(=O)O)c2ccccc2)c1 (stereo not drawn)	-0.3	-3	-3
8	COc1ccc2nc(-c3ccc(CN4CCC(n5c(=O)[nH]c6ccccc65)CC4)cc3)c(-c3ccccc3)nc2c1	0.1	39	7
9	CCCC1(CCC)C(=O)NC(=Nc2ccc(C)cc2)NC1=O	-0.1	-16	1
10	COc1ccc(C2C=C(C)Oc3c2c(=O)oc2ccccc32)cc1OC (stereo not drawn)	-0.2	-32	3
11	COc1ccc(N2C(=O)NC(=O)/C(=C/c3ccc(N4CCOCC4)cc3)C2=O)cc1	3.3	-51	4
12	O=C(NCCN1CCC2(CC1)C(=O)NCN2c1ccccc1)c1ccc(F)c(F)c1	1.2	-3	0
13	COC1C(C)OC(OC2CC(C)(O)Cc3cc4c(c(O)c32)C(=O)c2c(O)cc3c(c2C4=O)OC2OC3(C)C(O)C(N(C)C)C2O)C(OC)C1(C)OC (stereo not drawn)	-0.3	i	5
14	Cc1ccc(OC(=O)N(C)C[C@@H]2OCc3ccccc3-c3c(n(C)c4ccccc34)C(=O)N([C@@H](C)CO)C[C@H]2C)cc1	-3.3	15	-2
15	CC(=O)c1c(O)n(-c2cccc(Cl)c2)c(=O)[nH]c1=O (tested in a mixture with another compound)	4.2	-84	2
16	CCOC(=O)[C@]12Cc3cc(C)ccc3[C@H]1N(C1CCCCC1)C(=O)c1cc(OC)ccc12	9.4	-13	-4
17	Cc1ccc2c(c1)C1CN(C)CCC1N2C(=O)c1cn(-c2ccccc2)nc1-c1ccccc1 (stereo not drawn)	-0.5	-12	5
18	O=C1NC(=S)NC(=O)C1C1CCCCC1	0.0	-12	3
19	COc1ccc(N2C(=O)NC(=O)/C(=C/c3cccc(OC(=O)c4cccs4)c3)C2=O)cc1Cl	0.2	-49	1
20	CCn1ccnc1CN1CCCC(C(=O)c2ccc(SC)cc2)C1 (stereo not drawn)	-0.1	-8	2
21	COC(=O)c1c2[n+](cc3cc(OC)c(OC)cc13)CCc1cc(OC)c(OC)cc1-2	-0.1	30	9
22	Brc1ccc2c(c1)CNCc1cnnn1-2	-0.4	-5	6
23	Oc1ccc(CCNCc2cc3c(cc2Br)OCO3)cc1	0.0	-91	-11
24	O=C(NCCN1CCOCC1)c1ccc(Cl)nc1Cl	2.0	-11	-2
25	CC(=O)CC(c1ccc2c(c1)OCO2)c1c(O)c2ccccc2oc1=O (stereo not drawn)	0.4	-14	0
26	CCCC(=O)NC(Oc1ccc(OC)cc1)C(Cl)(Cl)Cl (stereo not drawn)	0.0	-10	-1
27	C[C@]12CC[C@H](O)CC1C(=O)CC1C2CC[C@@]2(C)C1CC[C@@H]2O (stereo partly drawn)	-0.2	-8	-4
28	Cc1cc(N2CCNC[C@H]2C)ccc1N1CC[C@H](O)C1	0.0	45	7
29	CCCc1nnc(NC(=O)CCC(=O)N2CCC3(CC2)OCCO3)s1	3.0	-9	0
30	CC1([N+](=O)[O-])COP(=O)(NC2CCCC2)OC1 (stereo not drawn)	0.0	2	0
31	O=C(NCCN1CCC2(CC1)C(=O)NCN2c1ccccc1)c1ccccc1C(F)(F)F	0.0	-3	3
32	Cc1nc2cc([N+](=O)[O-])ccc2c(=O)n1-c1cccc(Br)c1	0.7	-19	1
33	O=C(NCCCn1ccnc1)C(Cl)(Cl)Cl	3.6	-11	0

Entries above containing nitrogen in an aromatic ring:
item	Structure	E-sel inducer	RAD52 inh	ERAP1 HTS inh
4	Cc1ccc2nc(-c3ccc(CN4CCC(n5c(=O)[nH]c6cc(Cl)ccc65)CC4)cc3)c(-c3ccccc3)nc2c1	0.7	36	-1
5	O=[N+]([O-])c1ccccc1-c1cc(-c2ccccc2)cc(-c2ccccc2)[n+]1Cc1ccccc1Cl	-0.2	16	0
8	COc1ccc2nc(-c3ccc(CN4CCC(n5c(=O)[nH]c6ccccc65)CC4)cc3)c(-c3ccccc3)nc2c1	0.1	39	7
14	Cc1ccc(OC(=O)N(C)C[C@@H]2OCc3ccccc3-c3c(n(C)c4ccccc34)C(=O)N([C@@H](C)CO)C[C@H]2C)cc1	-3.3	15	-2
15	CC(=O)c1c(O)n(-c2cccc(Cl)c2)c(=O)[nH]c1=O (tested in a mixture with another compound)	4.2	-84	2
17	Cc1ccc2c(c1)C1CN(C)CCC1N2C(=O)c1cn(-c2ccccc2)nc1-c1ccccc1 (stereo not drawn)	-0.5	-12	5
20	CCn1ccnc1CN1CCCC(C(=O)c2ccc(SC)cc2)C1 (stereo not drawn)	-0.1	-8	2
21	COC(=O)c1c2[n+](cc3cc(OC)c(OC)cc13)CCc1cc(OC)c(OC)cc1-2	-0.1	30	9
22	Brc1ccc2c(c1)CNCc1cnnn1-2	-0.4	-5	6
24	O=C(NCCN1CCOCC1)c1ccc(Cl)nc1Cl	2.0	-11	-2
29	CCCc1nnc(NC(=O)CCC(=O)N2CCC3(CC2)OCCO3)s1	3.0	-9	0
32	Cc1nc2cc([N+](=O)[O-])ccc2c(=O)n1-c1cccc(Br)c1	0.7	-19	1
33	O=C(NCCCn1ccnc1)C(Cl)(Cl)Cl	3.6	-11	0

From PubChem
